POLI inh – qHTS for Inhibitors of Polymerase Iota; Potency, µM (doses to about 115 µM), inactives show at the highest dose activity, negative = inhibition, actives largely listed as inhibitors; Pol iota fluorescent replication assay, 10 min; 390,000 compounds, 1% hits
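Pol iota at 10 nM preincubated 15 min with compounds at room temperature; reaction started with fluorescent substrate, 50 nM final. Fluorescence read kinetically at 0 and 10 min; buffer-only wells as negative control.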
Pol kappa inh – qHTS for Inhibitors of Polymerase Kappa; DNA polymerase kappa (Homo sapiens), Q9UBT6; purified Pol kappa, fluorescent DNA synthesis assay, 10 min; Potency, µM (doses to about 107 µM), without a hit: top-dose activity, negative = inhibition, most hits filed as inhibitors; 400,000 compounds, 0.53% hits; AID 588579, 2011; further: on the % scale 0 is the no-effect control and ±100 the full control effect
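Enzyme at 10 nM met test compounds for 15 min at room temperature. Substrate addition (50 nM final) began the reaction, which was monitored by fluorescence at 0 and 10 min.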
APE1 inh – qHTS Assay for Inhibitors of the Human Apurinic/apyrimidinic Endonuclease 1 (APE1) | AID 2517, 2012 | recombinant APE1, TAMRA/BHQ-2 abasic DNA cleavage fluorescence | 350,000 compounds, 0.35% hits | DNA repair nuclease/redox regulator APEX1 (Homo sapiens), P27695 | Potency, µM (titrated, usually from 65.8 µM), inactives show at the top dose activity change, negative = inhibition, hits mostly inhibitors;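 further: plate controls were vehicle for no effect and reference inhibitor for full effect; nearly all actives have a fitted effect of over 55% in size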
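Kinetic fluorescence read (525 ex/598 em nm, three reads 60 s apart) of AP-site incision; signal = third minus first read. Enzyme 0.75 nM, dual-labelled THF duplex 50 nM, compound preincubation 15 min RT.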
POLB inh – qHTS Assay for Inhibitors of DNA Polymerase Beta | P06746 | Pol beta primer extension/strand displacement, fluorescence kinetic | 340,000 compounds, 1.3% hits | Potency, µM (doses to about 114 µM), inactives show at the top dose activity change, negative = inhibition, most hits filed as inhibitors; further: on the % scale 0 is the no-effect control and ±100 the full control effect
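Pol beta (10 nM) was preincubated with compound for 15 min at room temperature. The reaction was then started with 50 nM substrate and read immediately and after a further 10 min at room temperature.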
JMJD2A Tudor – qHTS Assay for Inhibitors of JMJD2A-Tudor Domain; 390,000 compounds, 4.4% hits; Potency, µM (series often up to 114 µM), inactives show at the highest dose activity change, negative = inhibition, most hits filed as inhibitors; AlphaScreen JMJD2A-Tudor / H3K4me3 peptide binding; AID 504339, 2011; further: on the % scale 0 is the no-effect control and ±100 the full control effect; nearly all actives have a fitted effect of over 50% in size
BAZ2B block – qHTS Assay for Inhibitors of BAZ2B; Bromodomain adjacent to zinc finger domain protein 2B (Homo sapiens), Q9UIF8; AlphaScreen BAZ2B-H3K14Ac peptide displacement; Potency, µM (doses to about 114 µM), for inactives: at the highest dose activity change, negative = inhibition, most hits filed as inhibitors; 360,000 compounds, 4.4% hits; AID 504333, 2011; further: on the % scale 0 is the no-effect control and ±100 the full control effect; nearly all actives have a fitted effect of over 60% in size
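Compounds, titrated to a top concentration of 110 uM, were incubated 30 min at room temperature with preformed BAZ2B/acetyl-K14 H3 peptide complex (50 nM each). Proximity signal was measured by AlphaScreen after 20 min with beads.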
G9a inh – qHTS Assay for Inhibitors of Histone Lysine Methyltransferase G9a; Histone-lysine N-methyltransferase EHMT2 (Homo sapiens), Q96KQ7; G9a H3K9 monomethylation, AlphaScreen, 2 h; Potency, µM (top dose mostly 102 µM), for inactives: at the highest dose activity, negative = inhibition, actives largely listed as inhibitors; 350,000 compounds, 8.8% hits; AID 504332, 2011; further: on the % scale 0 is the no-effect control and ±100 the full control effect; nearly all actives have a fitted effect of over 75% in size
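Chemiluminescent proximity detection of H3K9 monomethylation, read after 10 min bead incubation in the dark. Reaction: 20 nM G9a, 500 nM biotin-H3K9 peptide, 20 uM SAM cofactor, 2 h, room temperature, following 15 min enzyme-compound preincubation.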
POLH inh – qHTS for Inhibitors of Polymerase Eta; DNA polymerase eta (Homo sapiens), Q9Y253; recombinant Pol eta, fluorescent DNA replication assay; Potency, µM (doses to about 114 µM), for inactives: at the top dose activity change, negative = inhibition, usual class: inhibitors; 390,000 compounds, 1.2% hits; further: on the % scale 0 is the no-effect control and ±100 the full control effect
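Fluorescent replication assay: 50 nM final substrate added after a 15 min room-temperature compound preincubation with 10 nM enzyme. Signal taken at 0 min and again at 10 min.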
BLM helicase inh – qHTS Assay for Inhibitors of Bloom's syndrome helicase (BLM) | recombinant BLM DNA unwinding, fluorescence dequenching | 350,000 compounds, 0.2% hits | RecQ-like DNA helicase BLM (Homo sapiens), P54132 | Potency, µM (titrated, usually from 56.1 µM), without a hit: at the highest dose activity change, negative = inhibition, actives largely listed as inhibitors;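 further: plate controls were vehicle for no effect and no enzyme for full effect; nearly all actives have a fitted effect of over 35% in size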
* = called active by the depositor; ? = inconclusive; . = not tested or not shown; [ ] = another dose, or the depositor's remark. The call rests on the fitted dose curve; in most records, active means well fitted curve in the direction sought with a large enough effect; inconclusive means small, poorly fitted or top-dose-only effect, or another doubt; inactive means no such curve, though single readings can be large; an effect the other way counts as inactive or inconclusive. Potency means the concentration at half of the fitted maximal effect. Some of the compounds tested, so the mix of outcomes need not match the whole.

SMILES	POLI inh	Pol kappa inh	APE1 inh	POLB inh	JMJD2A Tudor	BAZ2B block	G9a inh	POLH inh	BLM helicase inh
NS(=O)(=O)c1cccc(NC(=O)CSc2nc3ccccc3[nH]2)c1	-1%	-19%	3%	-1%	-5%	-16%	0%	4%	1%
NC(=O)CSc1ccc(S(=O)(=O)N2CCOCC2)cn1	41%[activator]	-16%	33%	.	-12%	-4%	?	-15%	.
CCCCn1c(=O)[nH]c(=O)c2c(C(=O)OCC)cc(-c3cccs3)nc21	25%	3%	-4%	-1%	-26%	-11%	-5%	-6%	-16%
CSc1cccc(NC(=O)Nc2ccccc2)c1	0%	-9%	-3%	?	-9%	-4%	6%[12.7 µM]	-4%	-7%
CCOC(=O)c1c(C)[nH]c(C(=O)CN(C)CC(=O)Nc2ccccc2Cl)c1C	-14%	-7%	28%	.	?	-38%	1%[2.33 µM]	-21%	.
CCOc1ccc(CN2CCN(C(=O)c3ccco3)CC2)cc1	-9%	-11%	20%	10%	20µM*	-36%	32µM*	-7%	0%
Cc1ccc(S(=O)Cc2ccc(C(=O)N3CCN(C4CCCCC4)CC3)o2)cc1 (stereo unspecified)	17%	-1%	18%	1%	-15%	-1%	-4%	-9%	3%
Cc1noc(C)c1NC(=O)N(C)C[C@H]1Oc2ccc(NC(=O)CCC(F)(F)F)cc2C(=O)N([C@H](C)CO)C[C@@H]1C	-8%	-4%	9%	.	-27%	.	.	-12%	.
O=C(c1ccc2c(c1)OCCO2)N1CCN(c2ncc(C(F)(F)F)cc2Cl)CC1	7%	-7%	28%	.	-16%	2%	-35%	-21%	.
CC(=O)Nc1cccc2c1C(=O)N(c1ccccc1OC(C)=O)C2=O	2%	6%	10%	-2%	-10%	12%	18%	-16%	-8%
CCN(Cc1ccccc1)C(=O)C1CCN(C(=O)Nc2ccccc2)CC1	10%	10%	-7%	9%	-17%	-3%	0%[12.7 µM]	-14%	-3%
O=C(Nc1ccccc1C(=O)NC1CCCCC1)c1ccco1	3%	1%	1%	18%	-3%	8%	20%[59 µM]	?	-8%
Cc1cccc(NC(=O)Nc2ccncc2)c1	12%	4%	2%	1%	-3%	-15%	-2%	-16%	2%
Cc1ccnc(NC(=S)NC(=O)c2cccs2)c1	14%	-17%	-3%	1%	-4%	-6%	-3%	-9%	-4%
Cc1cc(OC(=O)c2ccccc2Cl)ccc1N1C(=O)CCC1=O	138%[activator]	-10%	3%	45%	-18%	-9%	21%[59 µM]	-6%	-12%
O=C(COC(=O)Cc1ccc(F)cc1)NC(=O)NC1CCCC1	-5%	-15%	15%	.	-4%	-5%	12%[2.33 µM]	0%	.
CCN(CC)CCNC(=O)Cn1nc(Cc2cccnc2)c2ccccc2c1=O	4%	-4%	2%	9%	-7%	10%	-8%	-1%	0%
Cc1ccc(CSCC(=O)Nc2cc(S(=O)(=O)N3CCOCC3)ccc2OCC(F)(F)F)cc1	-3%	-20%	.	.	-11%	.	.	-27%	.
COc1ccccc1C1(CCNS(=O)(=O)c2ccc(C)cc2)CCOC(C(C)C)C1 (stereo unspecified)	-3%	-23%	-10%	1%	-17%	11%	20%[59 µM]	-17%	-14%
CCCN1C(C)C(C(=O)OCC)=CN(Cc2ccc(Br)cc2)S1(=O)=O (stereo unspecified)	-2%	0%	-4%	.	70%[activator]	.	.	-14%	.
O=C(c1ccccc1)c1c[nH]c(C(=O)NCCCn2ccnc2)c1	-3%	-13%	-3%	27%	-10%	-15%	27%[12.7 µM]	-15%	0%
CC(=O)N1CCc2cc(S(=O)(=O)N3CCCCC3C)ccc21 (stereo unspecified)	-10%	-10%	17%	-20%	-7%	-18%	-4%	-9%	0%
Cc1ccc(OCCCC(=O)Nc2cc(S(=O)(=O)N3CCOCC3)ccc2N2CCOCC2)cc1	11%	-12%	-23%	.	-18%	-5%	56µM*	-4%	.
O=C1CCC(C(=O)N2CCC(CCO)CC2)CN1Cc1ccc(Cl)cc1 (stereo unspecified)	14%	-2%	16%	5%	-3%	-3%	22%	-25%	-3%
Cc1ccc(N(C(C)C(=O)NCc2ccncc2)S(C)(=O)=O)cc1C (stereo unspecified)	3%	-9%	14%	11%	3%	2%	4%	0%	-1%
O=C1c2ccccc2NC(c2cnc3ccccc3n2)N1O (stereo unspecified)	-1%	10%	-2%	33%	?	?	?	-3%	-5%
CCc1ccc(CN2CCC(C(=O)Nc3cccc(-c4nnc(C)s4)c3)CC2)o1	-2%	-15%	-5%	?	-21%	-21%	.	-1%	-5%
Cc1cccc(N2CCN(C(=O)c3cc4n(n3)C(C(F)(F)F)CC(c3ccco3)N4)CC2)c1C (stereo unspecified)	1%	-10%	-6%	4%	-21%	-2%	-14%	?	-10%
O=C(O)CC1(CC(=O)Nc2ccccc2Br)CCCC1	55%[activator]	-5%	.	.	-16%	.	.	3%	.
O=C(CSc1nc2ccccc2c(=O)n1-c1ccccc1)NC(=O)CN1CCCC1=O	?	?	?	13µM*	-17%	79µM*	50µM*	45µM*	-10%
Cn1ccnc1C(=O)c1cc(=O)c2ccccc2o1	19%	-5%	1%	-1%	?	1%	?	-9%	1%
CCCCc1cc(=O)oc2cc(OCC(=O)N3CCC(C(=O)O)(c4ccccc4)CC3)ccc12	-29%	20%	6%	92%	-7%	11%	.	-9%	-2%
Oc1cccc(C=NCc2ccccc2)c1	3%	-6%	0%	2%	-4%	3%	4%[59 µM]	-1%	-6%
Cc1cccc(NC(=O)N2CCC(CN3CCOCC3)CC2)c1C	4%	2%	.	4%	-12%	-1%	0%[59 µM]	-18%	1%
C=CCNC(=O)C(=O)NCC(c1ccc2c(c1)OCO2)N1CCN(c2ccc(F)cc2)CC1 (stereo unspecified)	7%	-2%	-12%	?	?	-39%	-18%	-16%	-4%
O=C1NC2(CCCCC2)C(=O)N1CCS(=O)(=O)Oc1ccc(Br)cc1	2%	-15%	22%	3%	-10%	-3%	-2%	-21%	-3%
CC(C)OC(=O)c1c(NC(=O)C2CC=CCC2C(=O)O)sc2c1CCCCC2 (stereo unspecified)	-10%	-7%	-9%	?	-28%	?	45µM*	?	-1%
O=C(C[n+]1ccccc1)NNc1ccccc1	-1%	1%	-5%	.	-14%	12%	23%[2.33 µM]	4%	.
CN1C(=O)CC(C(=O)Nc2ccc(F)cc2)SC1=Nc1ccc2c(c1)OCO2 (stereo unspecified)	52%[activator]	-13%	-4%	4%	-21%	-10%	-22%[59 µM]	-8%	-6%
C(=N\N1CCN(Cc2ccccc2)CC1)/c1cccnc1	23%	1%	4%	24%	-14%	-25%	?	-15%	2%
COC(=O)C1=C(C)Nc2c(c(=O)n(C)c(=O)n2C)C1c1ccncc1 (stereo unspecified)	13%	-18%	2%	-24%	-24%	3%	-7%[59 µM]	-4%	-9%
O=C(O)CN1C(=O)/C(=C\c2cc(Br)ccc2OCc2ccccc2Cl)SC1=S	?	-35%	-65%	32µM*	?	45µM*	14µM*	40µM*	?
O=C(CSc1nnc(-c2ccccc2Cl)o1)Oc1ccc(Br)cc1	?	4%	1%	25%	19%	-5%	?	-5%	0%
O=C(OCCN1CCCC1=O)c1cncc(Br)c1	21%	6%	1%	8%	-15%	-1%	3%	2%	0%
Cn1nccc1NC(=O)NC(=O)c1c(Cl)cccc1Cl	?	-18%	0%	-8%	-6%	-3%	20%	0%	2%
Cc1cccc(-n2ncc3c2CCCC3NC(=O)C2=CC(=O)CC(C)(C)O2)c1C (stereo unspecified)	36%[activator]	-1%	-11%	6%	-22%	-11%	.	-19%	-5%
COc1cccc(CNC(=O)CN2C(=O)CCCc3ccccc32)c1OC	5%	-11%	.	0%	-18%	1%	-5%[59 µM]	-3%	1%
CCOC(=O)c1nn(-c2ccccc2C)c(=O)c(C#N)c1C	-5%	-7%	-10%	22%	-5%	6%	89µM*	-2%	-2%
COc1cccc(/C=C/c2onc(C)c2S(=O)(=O)N2CCC(C(=O)N3CCC(C)CC3)CC2)c1	14%	-10%[60.1 µM]	.	?	-10%	0%	-7%[59 µM]	-13%	-6%
N#CC(C#N)=c1ccc2c(c1)NC1(CCCCC1)N=2	2%	-31%	?	1%	22µM*	13µM*	11µM*	-15%	-13%
CCOC(=O)CNC(=O)c1nn(-c2cccc(OC)c2)c(=O)c2ccccc12	10%	-11%	4%	-10%	-9%	3%	-38%[59 µM]	-5%	0%
COc1cc(/C=N/Nc2ccc(S(N)(=O)=O)cc2[N+](=O)[O-])cc(OC)c1O	40µM*	-20%	?	?	-19%	?	.	?	-9%
CCN1C[C@@H]2[C@@H]3C(=O)N(C)C(=O)[C@@H]3[C@](CC)(C(=O)OC)N2C1=NC	14%	0%	1%	.	-22%	.	.	-7%	.

A few values from the entries so far:
For BAZ2B block, CCN(Cc1ccccc1)C(=O)C1CCN(C(=O)Nc2ccccc2)CC1 shows -3%
For APE1 inh, O=C(COC(=O)Cc1ccc(F)cc1)NC(=O)NC1CCCC1 shows 15%

Compound profiles, from the list above. Order of values: POLI inh, Pol kappa inh, APE1 inh, POLB inh, JMJD2A Tudor, BAZ2B block, G9a inh, POLH inh, BLM helicase inh
`O=C(CSc1nc2ccccc2c(=O)n1-c1ccccc1)NC(=O)CN1CCCC1=O` is listed with ?, ?, ?, 13µM*, -17%, 79µM*, 50µM*, 45µM*, -10%
`Cc1ccc(CSCC(=O)Nc2cc(S(=O)(=O)N3CCOCC3)ccc2OCC(F)(F)F)cc1` is listed with -3%, -20%, ., ., -11%, ., ., -27%, .
`Cc1ccnc(NC(=S)NC(=O)c2cccs2)c1` is listed with 14%, -17%, -3%, 1%, -4%, -6%, -3%, -9%, -4%
`CN1C(=O)CC(C(=O)Nc2ccc(F)cc2)SC1=Nc1ccc2c(c1)OCO2` (stereo unspecified) is listed with 52%[activator], -13%, -4%, 4%, -21%, -10%, -22%[59 µM], -8%, -6%

From PubChem BioAssay
